# DRD3 antagonist – qHTS of D3 Dopamine Receptor Antagonist: qHTS | D(3) dopamine receptor (Homo sapiens), P35462 | D3R cells, DiscoveRx beta-arrestin luminescence, antagonist mode; active compounds read low | max response, negative = inhibition, % | hit rate 2.5% among 360,000; in the data active means max response below about -50%; inconclusive means no clear call, values can overlap the other calls; further: on the % scale 0 is the no-effect control and ±100 the full control effect; mostly tested at two doses, the higher about 12 µM
#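 Cells expressing the human receptor were seeded at 1500 cells/well, incubated overnight at 37 degrees C in 5% CO2, then exposed to library compounds with dopamine controls for 90 minutes at 37 degrees C before luminescent detection.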
# FUS suppressor – qHTS for Suppressors of FUS Proteinopathy: Primary screen using FUS-linked yeast assay; S. cerevisiae FUS-expressing, growth rescue, OD600, 24 h; Potency, µM (doses to about 76.6 µM), for the others: at the highest dose growth rescue (activation), actives largely listed as activators; hit rate 0.24% among 390,000; AID 1347120, 2019;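 further: potency means the concentration at half of the fitted maximal effect; plate controls were DMSO vehicle for no effect and reference control for full effect; nearly all actives have a fitted effect of over 55% in size; some results filed as inactive show a strong effect at the top dose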
#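 Absorbance at 600 nm, taken 24hr after compound addition, measured rescue of FUS-yeast growth at 30C. Induction used 2% galactose with seeding at OD 0.005. Controls: CP55940 from 92uM final, DMSO only.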
# TDP-43 yeast inh – qHTS of TDP-43 Inhibitors; TDP-43 expressing yeast growth rescue, BacTiter-Glo, 24 h; Potency, µM (titrated, usually from 46.1 µM), without a hit: top-dose growth rescue (activation), usual class: activators; hit rate 1.8% among 410,000; further: potency means the concentration at half of the fitted maximal effect; % of control where 0% means no effect; nearly all actives have a fitted effect of over 50% in size
#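 Cell-based yeast growth screen: TDP-43 expression induced in galactose, inoculum OD600=0.02 after raffinose pregrowth to mid-log. Read-out BacTiter-Glo luminescence at 24 hr, 30 deg C; inhibition of toxicity seen as signal increase.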
# Abeta yeast res – qHTS for compounds that reverse cellular toxicity of Amyloid beta (A-beta) peptide in yeast: Primary Screen. yeast expressing A-beta42, growth rescue, OD600, 48 h; response scale: 0% DMSO, 100% iron-clioquinol control. Potency, µM (series often up to 46.1 µM), for the others: at the top dose growth rescue, hits mostly activators. hit rate 0.063% among 410,000. AID 1347071, 2019; further: potency means the concentration at half of the fitted maximal effect; nearly all actives have a fitted effect of over 55% in size
#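 Yeast growth medium received pinned compounds, then yeast cells expressing toxic A-beta were added; plates incubated at 30 C for 48 hr. Growth read as absorbance at 600 nm, normalized to DMSO and equimolar FeCl3 plus clioquinol controls.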
# EPAC2 antag – qHTS for Antagonist of cAMP-regulated guanine nucleotide exchange factor 2 (EPAC2): primary screen. Rap guanine nucleotide exchange factor 4 (Homo sapiens), Q8WZA2. EPAC2 GEF exchange of Rap1B-BODIPY-GDP, fluorescence. Potency, µM (doses to about 114 µM), without a hit: at the top dose activity, negative = inhibition, most hits filed as inhibitors. hit rate 0.18% among 360,000; further: potency means the concentration at half of the fitted maximal effect; on the % scale 0 is the no-effect control and ±100 the full control effect; nearly all actives have a fitted effect of over 45% in size; many of its hits are not listed in these tables
# Target sequence (Q8WZA2 whole entry, looked up): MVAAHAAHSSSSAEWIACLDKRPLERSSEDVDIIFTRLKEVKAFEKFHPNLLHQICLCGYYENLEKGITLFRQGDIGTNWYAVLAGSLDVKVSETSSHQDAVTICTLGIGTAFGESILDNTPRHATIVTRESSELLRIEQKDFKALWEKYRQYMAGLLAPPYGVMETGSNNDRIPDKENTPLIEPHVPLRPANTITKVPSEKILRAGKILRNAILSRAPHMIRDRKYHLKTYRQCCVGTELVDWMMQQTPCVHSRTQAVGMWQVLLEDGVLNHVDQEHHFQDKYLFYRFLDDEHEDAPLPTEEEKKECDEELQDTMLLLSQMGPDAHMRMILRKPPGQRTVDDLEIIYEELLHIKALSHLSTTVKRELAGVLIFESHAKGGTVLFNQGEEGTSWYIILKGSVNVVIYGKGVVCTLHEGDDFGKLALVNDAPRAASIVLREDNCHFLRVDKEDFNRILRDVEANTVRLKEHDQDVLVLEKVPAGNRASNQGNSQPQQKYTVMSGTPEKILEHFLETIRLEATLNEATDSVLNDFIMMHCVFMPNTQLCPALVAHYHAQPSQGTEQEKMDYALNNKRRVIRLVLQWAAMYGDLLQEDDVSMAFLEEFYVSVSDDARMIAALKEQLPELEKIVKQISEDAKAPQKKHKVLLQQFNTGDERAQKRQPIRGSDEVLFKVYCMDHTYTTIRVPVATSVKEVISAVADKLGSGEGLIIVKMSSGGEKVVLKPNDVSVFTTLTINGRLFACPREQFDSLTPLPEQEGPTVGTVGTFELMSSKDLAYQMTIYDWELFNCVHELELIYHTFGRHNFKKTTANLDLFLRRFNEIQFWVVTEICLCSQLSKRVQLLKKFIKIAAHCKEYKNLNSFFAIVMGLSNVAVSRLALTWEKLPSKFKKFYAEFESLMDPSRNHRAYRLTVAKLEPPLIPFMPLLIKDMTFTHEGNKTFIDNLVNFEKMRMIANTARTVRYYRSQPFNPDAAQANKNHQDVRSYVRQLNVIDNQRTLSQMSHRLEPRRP
# aSyn rescue – qHTS of alpha-syn Inhibitors; Potency, µM (titrated, usually from 46.1 µM), inactives show at the highest dose growth rescue (activation), most hits filed as activators; hit rate 0.14% among 370,000; AID 652106, 2013; Yeast expressing alpha-synuclein, growth rescue, BacTiter-Glo, 24 h; further: potency means the concentration at half of the fitted maximal effect; % of control where 0% means no effect; nearly all actives have a fitted effect of over 65% in size
#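 Rescue of yeast growth: cells expressing toxic alpha-synuclein, induced in galactose at OD600 0.02, incubated with compound 24 h at 30 C. ATP luminescence quantified growth; inhibitors of toxicity appear as activators.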
# DRD3 agonist – qHTS of D3 Dopamine Receptor Agonist: qHTS. hit rate 0.58% among 410,000. D3R DiscoveRx beta-arrestin cells, luminescence, 90 min. D(3) dopamine receptor (Homo sapiens), P35462. max activation, %; in the data active means max activation above about 30%; further: 0% is about no effect; mostly tested at two doses, the higher about 12 µM
#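 Agonist-mode cell screen: cells plated at 1500/well and incubated overnight at 37 °C, then exposed to library compounds for 90 min at 37 °C. Detection reagent was added for 30–60 min at room temperature, and luminescence was read.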
# EPAC2 ag – qHTS for Agonist of cAMP-regulated guanine nucleotide exchange factor 4 (EPAC2): primary screen | Rap guanine nucleotide exchange factor 4 (Homo sapiens), Q8WZA2 | EPAC2 activation, biochemical qHTS; response scale: 100% = 6.5 mM cAMP response | Potency, µM (doses to about 154 µM), without a hit: top-dose activation, most hits filed as activators | hit rate 0.079% among 360,000; further: potency means the concentration at half of the fitted maximal effect; nearly all actives have a fitted effect of over 50% in size
#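 In this primary screen, activation is scored as increased exchange of BODIPY-GDP from Rap1B by 100 nM EPAC2, with 50 uM GDP as competitor. Signal is normalized to the 6.5 mM cAMP agonist control.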
# Numbers without * were called inactive; ? = inconclusive; / = not tested or not shown; & = joins results of further samples; [ ] = another dose, or the depositor's remark. Unless noted, the call rests on the fitted dose curve; in most records, active means well fitted curve in the direction sought with a large enough effect; inconclusive means small, poorly fitted or top-dose-only effect, or another doubt; inactive means no such curve, though single readings can be large; an effect the other way counts as inactive or inconclusive. An excerpt, so the mix of outcomes need not match the whole.
SMILES,DRD3 antagonist,FUS suppressor,TDP-43 yeast inh,Abeta yeast res,EPAC2 antag,aSyn rescue,DRD3 agonist,EPAC2 ag
COCCCNC(=O)c1ccc(Cn2c(=O)c3ccccc3n(CC(=O)Nc3c(C)cccc3C)c2=O)cc1,/,?,-2%,-10%,/,/,-10,/
CCOc1ccc(N2C(=O)CC(NC3CCCCNC3=O)C2=O)cc1 (stereo unspecified),21,-27%,9%,-10%,3%,-1%,-7,-4%
CC(=O)Nc1cc2c3c(c1)CC(=O)N3CCC2,16,-13%,9%,-7%,-4%,-1%,0,5%
COC(=O)c1ccc(C(NC(=O)c2cccnc2)NC(=O)c2cccnc2)cc1,10,13%,-5%,1%,6%,2%,8,2%
COc1ccc(OC)c(NC(=O)N2CCC(CN3CCCCC3)CC2)c1,/,-13%,0%,-4%,/,/,-3,/
O=C(NCC1CCCO1)c1ccc2c(=O)n(Cc3cccc(Br)c3)c(=S)[nH]c2c1 (stereo unspecified),-7,23%,-14%,5%,9%,0%,1,4%
COc1ccc(-c2nc3sc(CCNC(=O)c4ccco4)c(C)n3n2)cc1,/,6%,?,-25%,/,/,-5,/
COc1ccccc1-c1nc(=S)c(C(C)=O)c(C)[nH]1,9,25%,23%,?,-2%,-9%,-12,10%
COc1ccc(NC(=O)COc2ccc(C(=O)NC3CCCc4ccccc43)cc2OC)cc1 (stereo unspecified),0,13%,-21%,3%,-11%,-1%,4,-1%
Cc1ccc(NC2OC(CO)C(O)C2O)cc1[N+](=O)[O-] (stereo unspecified),-7,13%,14%,2%,-3%,-1%,0,-6%
O=C(c1noc2c1CCCC2)N1CCC(CO)(Cc2ccccc2Cl)CC1,8,23%,24%[9.22 µM],12%,-7%,21%,1,10%
CCCCC(c1nnnn1CS(=O)(=O)c1ccc(C)cc1)N1CCN(C)CC1 (stereo unspecified),8,17%,5%,-7%,4%,8%,-1,10%
N#CCC(=O)N/N=C/c1cc([N+](=O)[O-])ccc1N1CCOCC1,?,32%,-24%,-20%,3%,7%,-6,9%
CN(Cc1ccccc1)C(=O)c1ccc(NC(=O)C2CCCN(C(=O)OC(C)(C)C)C2)cc1 (stereo unspecified),15,38%,25%,10%,-15%,0%,7,7%
CCc1cccc(NC(=O)Cn2nc(-c3ccc(OC)cc3)ccc2=O)c1,/,15%,?,13%,/,/,6,/
CC(Sc1nnc(-c2ccco2)n1N)C(=O)NCC1CCCO1 (stereo unspecified),-5,-5%,6%,4%,1%,-2%[1.84 µM],6,9%
Cc1ccc(NC(=O)CN2C(=O)c3ccccc3C2=O)nc1,-22,19%,-1%[9.22 µM],0%,12%,-3%,-2,19%
COCCCn1c(SCc2nc3ccccc3c(=O)[nH]2)nc2ccccc2c1=O,12,-17%,22%,20%,2%,3%,6,-4%
O=C(c1cccc(F)c1)N1CCN(S(=O)(=O)c2ccccc2)CC1,3,-15%,3%,18%,6%,-1%,1,-7%
CCOC(=O)c1cc2c(=O)n3cccc(C)c3nc2n(CCOC)c1=NC(C)=O,3,11%,-21%,-10%,?,6%,-3,2%
O=C(CSc1nc2ccccc2c(=O)n1-c1ccc(F)cc1F)Nc1ccc(N2CCOCC2)cc1,-19,41%,-22%,15%,-15%,3%,-4,10%
CCOc1ccc(N2C(=O)CC(N(CCc3ccc(OC)c(OC)c3)C(=S)Nc3ccccc3)C2=O)cc1 (stereo unspecified),33,37%,11%,1%,-2%,0%,4,-14%
CCOc1cccc(C(=O)Nc2ccc3oc(-c4cccnc4)nc3c2)c1,17,-22%&6%,23%&1%,12%&2%,67%[activator],-5%,2&6,-3%
Cc1cc(OC(C)C(=O)Nc2ccccc2C(=O)N2CCCC2)ccc1Cl (stereo unspecified),8,/,1%,-11%,14%,-3%,2,-3%
CNC(=O)Nc1ccc(C2SCCS2)cc1,11,39%,17%,22%,-1%,-7%,3,10%
CCCn1nc(C(=O)NNC(=O)CCCOc2ccc(C)cc2)c2ccccc2c1=O,2,-4%,8%,6%,-1%,0%,-2,-6%
COc1cc(SC)ccc1C(=O)Nc1ccc2c(c1)CCC2,22,1%,-1%,-10%,1%,-13%,3,8%
NS(=O)(=O)c1ccc(Nc2nc(-c3cccc([N+](=O)[O-])c3)cs2)cc1,-7,24%,-24%[0.397 µM],4%,6%,-1%,-16,16%
CN(Cc1ccccc1)C(=O)C1CCN(S(=O)(=O)c2cc([N+](=O)[O-])ccc2Cl)CC1,5,26%,24%,-29%,-14%,0%,9,2%
Cc1cccc(-n2c(Cc3cc(=O)[nH]c(=O)[nH]3)nnc2SCC(=O)NCc2ccco2)c1,1,25%,2%,-12%,14%,-6%,0,2%
Cc1nc(C(=O)N(C)C)nn1-c1cc(Cl)ccc1Cl,7,0%,23%,-1%,-4%,-1%,1,1%
COc1ccccc1OCCn1cc(C=O)c2ccccc21,13,-3%,?,3%,-6%,4%,3,1%
Cc1ccc(NC(=O)CCn2c(=O)[nH]c3ccsc3c2=O)cc1C,-9,2%,-4%,10%,-23%,2%,3,2%
O=C(CSc1nnnn1-c1ccccc1)CSc1nnnn1-c1ccccc1,-23,-5%,5%,-10%,-4%,1%,-19,5%
CC1=NN(C(N)=S)C(=O)C1N=Nc1cccc(Cl)c1 (stereo unspecified),-1,-15%,21%,?,1%,-20%,29,-7%
Cc1ccc(NC(=O)c2cccc3c2C(=O)N(C2CCCCC2)C3)c(Cl)c1,7,-7%,6%,19%,-10%,5%,3,4%
O=C1c2ccccc2C(=O)N1CCCOCc1c[nH]c(=O)[nH]c1=O,-6,1%,-12%,-6%,14%,-6%,-10,-10%
COc1ccc(CCNC(=O)C(C)n2nc(C)c3c(C)n(-c4ccc(C)cc4)nc3c2=O)c(OC)c1 (stereo unspecified),20,18%,0%,-1%,7%,0%,3,-5%
Clc1ccc(Cc2nc(-c3cccnc3)no2)cc1,12,17%,-3%,-19%,0%,0%,9,7%
O=c1c2c(nc3cc(-c4ccc(F)cc4)[nH]n13)CCCC2,2,-9%,-7%,10%,-5%,-3%,-12,-1%
CCCCCN(C(=O)CCC(=O)OCC(=O)c1ccc(F)c(F)c1)c1c(N)n(CCCC)c(=O)[nH]c1=O,8,28µM*,11%,-5%,-11%,1%,1,-16%
CCCCSc1nc(N)nc2c1ncn2C1OC(CO)C(O)C1O (stereo unspecified),-13,13%,8%,-14%,19%,-7%,-14,28%
COCCN(C(=O)CNC(=O)c1cccs1)C(C(=O)NC1CCCCC1)c1ccco1 (stereo unspecified),-4,4%,-11%,3%,10%,-5%,-3,4%
COC(=O)c1cc(NC(=O)c2nn(C)c3c2CSc2ccccc2-3)cc(C(=O)OC)c1,/,-11%,23%,4%,/,/,18,/
CCOC(=O)[C@H]1[C@H]2COc3cc(OC)ccc3[C@@H]2N2C(=O)c3c(C)cc(C)cc3NC(=O)[C@@]12C,0,?,-5%,1%,-15%,3%,-18,6%
Cc1ccc(Nc2cc(C)nn2-c2nc(C)cc(C)n2)cc1,?,21%,20%,-3%,-3%,3%,0,-15%
O=C(CCS(=O)(=O)c1cccc2nonc12)N1CCN(c2ccc(F)cc2)CC1,25,8%,9%,-5%,-4%,2%,2,7%
COc1ccc(C(=O)Cn2cnc3ccccc3c2=O)c(OC)c1,-13,9%,-41%[inhibitor],-22%,2%,10%,-1,8%
Cc1nnc(-c2ccccc2)nc1N1CCOCC1,0,13%,-16%,-1%,1%,-3%,-2,6%
COc1ccc(C)cc1NCc1ccc([N+](=O)[O-])cc1,8,5%,10%,17%,-1%,9%,-1,14%
CC(=O)c1cccc(NC(=O)COC(=O)CCNS(=O)(=O)c2ccccc2)c1,7,/,-3%,-14%,-6%,-10%,1,-4%
CCN(CC)CCCNC(=O)c1cn(CCOC)c(=O)c2c1c1ccccc1n2C,-18,19%,-19%,-3%,0%,-4%,-1,4%
COc1ccccc1/C=C(\C#N)C(=O)NCC1CCCO1 (stereo unspecified),/,?,25%,12%,/,/,-16,/
CNC(=S)NCCc1cc2c(OC)ccc(OC)c2[nH]c1=O,17,0%,-3%,-16%,0%[57.1 µM],2%,-1,12%
Cc1ccc(S(=O)(=O)N2CCN(C(=O)c3c(-c4ccccc4)noc3C)CC2)cc1C,4,-20%,-6%,3%,-15%,6%,9,13%
C=C(C)[C@H]1CC=C(C)/C(=N/NC(=O)CNc2ccccc2OC)C1,-6,-3%,-20%,0%,1%,-2%,3,19%
COc1cc(CNc2ncnc3c2ncn3[C@H]2CN(Cc3cccc(C(F)(F)F)c3)C[C@@H](CO)O2)cc(OC)c1OC,0,?,7%,-12%,-8%,15%,-4,1%
O=P(CO)(Cc1ccccc1)Cc1ccccc1,0,-15%,-5%,3%,13%,0%,4,7%
COc1ccc(-n2ncc3c2ncn2nc(-c4ccc(OC)c(OC)c4)nc32)cc1,/,-4%,?,-5%,/,/,6,/
CCOc1ccccc1N(C)S(=O)(=O)c1ccc2c(c1)CC(C)N2C(=O)C1CC1 (stereo unspecified),31,?,2%,5%,-4%,2%,-8,9%
CCOCCCNC(=O)c1cn(C)c2ccc(S(=O)(=O)N3CCCCC3)cc2c1=O,4,14%,12%,-1%,-14%,-2%,3,-2%
CCc1nc2ccc(C(=O)NCc3ccco3)cc2nc1CC,-2,13%,25%,0%,-3%,2%,1,-4%

# Two of the compounds above, tab-delimited.
mol	DRD3 antagonist	FUS suppressor	TDP-43 yeast inh	Abeta yeast res	EPAC2 antag	aSyn rescue	DRD3 agonist	EPAC2 ag
Cc1nnc(-c2ccccc2)nc1N1CCOCC1	0	13%	-16%	-1%	1%	-3%	-2	6%
CCOCCCNC(=O)c1cn(C)c2ccc(S(=O)(=O)N3CCCCC3)cc2c1=O	4	14%	12%	-1%	-14%	-2%	3	-2%

# Source: PubChem (National Center for Advancing Translational Sciences (NCATS))
